# Screens: PubChem BioAssay, National Center for Advancing Translational Sciences (NCATS)
# A350 fluor: A350 region autofluorescence. Compound autofluorescence, 340/450 nm, Alexa 350 dye-equivalents; active compounds read high. max dye-equivalent concentration, M. 11% of 59,000 active; in the data active = max dye-equivalent concentration above about 10 nM; inconclusive = mostly about 1.1 nM to 9.6 nM
# GFP derepression: epigenetic modulators derepressing GFP locus in mouse cells; mouse C127i GFP locus derepression, cytometry, 30 h; Potency, µM (titrated, usually from 46.1 µM), for the others: top-dose GFP derepression (activation); 0.09% of 68,000 active; AID 597; also: % of control where 0% means no effect
#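 Murine C127i mammary cells carrying a silenced, stably integrated CMV-driven GFP reporter were treated with compound for 30 hours at 37 C. After PBS washes, GFP-positive cells were counted by laser-scanning microplate cytometry.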
# Luciferase inh: firefly luciferase inhibition. P08659. purified firefly luciferase, luminescence, 8 min. Potency, µM (series often up to 57.1 µM), for inactives: top-dose activity change, negative = inhibition, actives largely listed as inhibitors. 2.2% of 72,000 active. AID 411; also: potency is read from the fitted curve at half-maximal effect; % is scaled to controls: 0 for no effect and ±100 for the full control effect; nearly all actives have a fitted effect of over 40% in size
# Target sequence (P08659 whole entry, looked up): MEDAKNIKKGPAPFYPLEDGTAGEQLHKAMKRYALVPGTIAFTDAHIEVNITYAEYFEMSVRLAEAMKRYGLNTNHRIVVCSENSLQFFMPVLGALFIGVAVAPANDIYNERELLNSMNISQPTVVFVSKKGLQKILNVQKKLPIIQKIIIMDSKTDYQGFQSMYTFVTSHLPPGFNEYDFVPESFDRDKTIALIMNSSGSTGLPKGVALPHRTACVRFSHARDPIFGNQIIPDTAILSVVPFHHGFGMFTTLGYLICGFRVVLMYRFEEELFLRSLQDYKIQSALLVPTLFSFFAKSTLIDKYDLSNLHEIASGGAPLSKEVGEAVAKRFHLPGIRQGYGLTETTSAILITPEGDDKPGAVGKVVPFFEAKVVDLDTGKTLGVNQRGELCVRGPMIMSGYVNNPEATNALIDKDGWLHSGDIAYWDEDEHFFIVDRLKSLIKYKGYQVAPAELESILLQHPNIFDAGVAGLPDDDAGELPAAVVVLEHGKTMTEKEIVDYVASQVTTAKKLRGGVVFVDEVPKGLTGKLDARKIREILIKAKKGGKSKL
#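 Titration-based qHTS; buffer 50 mM imidazole pH 7.2, 50 mM KCl, 7 mM MgCl2, 10 uM ATP, 0.01% Tween 20, 0.05% BSA; luciferase/luciferin detector mix added after compound; 8 min, ambient; luminescence.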
# Ub-GFP proteasome: ubiquitin-GFP accumulation via proteasome inhibition; Potency, µM (titrated, usually from 45.9 µM), without a hit: top-dose activation (GFP accumulation), actives largely listed as activators; AID 526; Ubiquitin-GFP reporter cells, proteasome inhibition, GFP fluorescence; response scale: untreated = 0%, 10 µM MG-132 = 100%; 67,000 tested, under 10 active; active = well fitted activation curve with a large enough effect, not every such curve was filed as active; inconclusive = small, poorly fitted or top-dose-only effect, or another doubt; inactive = no such curve, though single readings can be large or run the other way; also: potency is read from the fitted curve at half-maximal effect
#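 Proteasome block read as GFP accumulation: ubiquitin(G76V)-GFP U2OS cells exposed to compound (2.9 nM–46 uM) for 4 hr at 37 C. Normalization used untreated cells as 0% and 10 uM MG-132 as 100%; concentration-response curves fitted.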
# ERK AVP block: inhibitors of vasopressin-stimulated ERK signaling pathway; HEK293-V1b, vasopressin-stimulated pERK AlphaScreen; 0.99% of 72,000 active; Potency, µM (doses to about 57.5 µM), for inactives: at the top dose activity, negative = inhibition, hits mostly inhibitors; also: potency is read from the fitted curve at half-maximal effect; % is scaled to controls: 0 for no effect and ±100 for the full control effect; nearly all actives have a fitted effect of over 55% in size
#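 HEK293 cells stably expressing V1b receptor, preincubated 30 min at 37 °C with compound, then stimulated 5 min with 25 nM vasopressin. Phospho-ERK by AlphaScreen SureFire after 5 h RT; normalized to DMSO and vasopressin; AC50 by Hill fit.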
# Hsp90 Hop PPI: changes Hsp90-Hop TPR2A binding signal, up or down; AlphaScreen TPR2A-His6 binding biotin-Hsp90 C-terminal peptide; Potency, µM (doses to about 57 µM), without a hit: at the top dose activity change, negative = inhibition; 0.44% of 71,000 active; active = well fitted curve in either direction with a large enough effect; inconclusive = small, poorly fitted or top-dose-only effect, or another doubt; also: potency is read from the fitted curve at half-maximal effect; % is scaled to controls: 0 for no effect and ±100 for the full control effect; many of its hits are not listed in these tables
# HBB splice mod: alters splicing of the hemoglobin beta chain; HBB splicing reporter cell assay, activation; EGFP reporter with mutant IVS2-654 intron; response scale: normalised to 500 nM splice-correcting PNA; Potency, µM (titrated, usually from 46.1 µM), for the others: at the highest dose activation, actives largely listed as activators; 0.06% of 65,000 active; also: potency is read from the fitted curve at half-maximal effect; 0% is about no effect
#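 HeLa cells stably expressing EGFP interrupted by mutant beta-globin intron 2 (IVS2-654), 500/well in 2% FCS. Treated with compound for 2 days at 37C. Splicing correction scored as total well GFP intensity (488 nm excitation, 500-520 nm emission); 500 nM antisense PNA served as control.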
# CRE Fsk mod: alters forskolin-stimulated CRE reporter signaling in CHO cells | CHO CRE-bla reporter (cAMP response element driving beta-lactamase), forskolin EC10, beta-lactamase ratio | Potency, µM (titrated, usually from 38.2 µM), for inactives: at the highest dose activity change, negative = inhibition, hits mostly activators | 2.5% of 71,000 active | AID 662; active = well fitted activation curve with a large enough effect in the signal ratio, with a control signal flat, not every such curve was filed as active; inconclusive = small, poorly fitted or top-dose-only effect, or effect the other way, or a change in a side signal; the % refers to the signal ratio; also: potency is read from the fitted curve at half-maximal effect; % of control where 0% means no effect
#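 Beta-lactamase reporter under a cAMP responsive element in CHO cells; compounds tested in titration series against EC10 NKH 477, 3 h at 37 °C. Read-out: CCF4 FRET ratio 460nm/530nm (excitation 405nm) giving %Activity, fitted to AC50.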
# TexasRed autofl: compounds fluorescent in Texas Red spectral region; AID 587; 0.06% of 59,000 active; Compound fluorescence, Texas Red channel, 547/618 nm; active compounds read high; max dye-equivalent concentration, M; in the data active = max dye-equivalent concentration above about 10 nM; inconclusive = between about 1.1 nM and that limit
#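 Compound titrations in 100 mM Tris pH 8.0 were incubated 15 min at room temperature and read at 547 nm excitation / 618 nm emission. Texas Red six-point standard curve on each plate converted fluorescence to dye-equivalent concentration.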
# Fluorescein autfl: compound autofluorescence in fluorescein spectral region; 0.91% of 59,000 active; max fluorescein-equivalent concentration, M; Compound autofluorescence, 480/540 nm, fluorescein-equivalent; active compounds read high; in the data active = max fluorescein-equivalent concentration above about 10 nM; inconclusive = between about 1.1 nM and that limit
#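 Values reflect compound autofluorescence, normalized to fluorescein on the same plate and reported at each tested concentration. Conditions: 100 mM Tris pH 8.0, room temperature, 15 min, excitation 480 nm, emission 540 nm.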
# 4-MU autofl: compounds fluorescent in 4-MU spectral region. compound autofluorescence, 340/450 nm, 4-MU equivalents; active compounds read high. max dye-equivalent concentration, M. 11% of 59,000 active. AID 589; in the data active = max dye-equivalent concentration above about 10 nM; inconclusive = mostly about 1.1 nM to 9.6 nM
#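 Compounds in 100 mM Tris, pH 8.0, sat 15 min at room temperature before fluorescence was read at 340 nm excitation/450 nm emission; a per-plate six-point 4-MU standard curve converted signals to dye-equivalent concentration at each compound concentration.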
# An asterisk follows results filed as active; i = inactive; ? = inconclusive; / = not tested or not shown; [ ] = dose if it differs, or a comment. Unless noted, calls follow the shape of the dose curve; as a rule, active = well fitted curve in the direction sought with a large enough effect; inconclusive = small, poorly fitted or top-dose-only effect, or another doubt; inactive = no such curve, though single readings can be large; an effect the other way counts as inactive or inconclusive. The list is partial (hit frequency here may not be typical).
SMILES,A350 fluor,GFP derepression,Luciferase inh,Ub-GFP proteasome,ERK AVP block,Hsp90 Hop PPI,HBB splice mod,CRE Fsk mod,TexasRed autofl,Fluorescein autfl,4-MU autofl
Cc1ccc(NC(=O)Cc2nn(C)c(=O)c3ccccc23)cc1F,i,-2.0%,1.7%,-5.6%,-4.0%,3.8%,-0.7%,0.9%,i,i,i
Cc1ccnc(NS(=O)(=O)c2ccc(NS(=O)(=O)Cc3ccccc3)cc2)n1,/,2.5%,0.2%,-6.5%,-3.5%,-1.2%,-2.6%,3.9%,/,/,/
CCc1ccc(NC2=CC(=O)CC(c3ccco3)C2)cc1 (stereo unspecified),/,2.5%,-2.4%,-0.3%,?,-3.6%,-3.2%,4.0%,/,/,/
CN(C)CCCN1c2ccc3ccccc3c2Sc2cccc(Cl)c21,i,3.4%[9.22 µM],3.7%[11.4 µM],1.1%[9.17 µM],1.1%[11.5 µM],-4.2%[11 µM],0.4%[9.22 µM],?,i,i,i
COc1ccccc1Nc1nc(N)nc(-c2cc3ccccc3o2)n1,i,2.9%,-23.0%,-14.1%,-4.2%,-0.5%,-0.8%,-4.2%,?,i,i
COc1ccc(C(=O)c2cn[nH]c2-c2cc(Cl)ccc2O)cc1,/,0.1%,5.5%,-14.5%,39.8µM*,-0.3%,-0.7%,?,/,/,/
N[C@H](CS(=O)O)C(=O)O,i,-0.5%,-0.4%,1.3%,/,-2.4%,1.6%,-2.1%,?,i,i
O=S(=O)(NCC1CC1)c1cccc(S(=O)(=O)N2CCCC2)c1,?,-2.2%,4.6%,0.7%,12.4%,1.5%,/,6.5%,i,?,?
CC1CCN(Cc2nc(-c3ccccc3)no2)CC1,i,1.2%,-29.1%,6.5%,-5.0%,13.1%,/,5.2%,i,i,i
CCOC(=O)c1ccccc1NC(=O)Cn1cnc2c(cnn2C(C)(C)C)c1=O,i,-0.3%,-0.3%,-4.4%,-0.9%,2.4%,-1.3%,?,i,i,i
COc1cccc(CNC(=O)C2CCN(S(=O)(=O)c3cccc4cccnc34)CC2)c1,/,-5.5%,2.2%,-3.0%,-19.9%,-3.4%,0.1%,-2.5%,/,/,/
Cc1cc(NC(=O)CSc2nc3c(c(=O)n(C)c(=O)n3C)n2C(C)C)no1,i,4.4%,3.0%,6.1%,-28.2%,-1.9%,/,?,i,i,i
CC(N)C12CC3CC(C1)CC(C(C)N)(C3)C2 (stereo unspecified),i,-2.1%,3.4%,/,-8.8%,-2.5%,0.5%[0.369 µM],-4.5%,i,?,i
CN1C(=O)C2(c3ccccc31)C1CCCC=C1C(C#N)=C(N)C2(C#N)C#N (stereo unspecified),?,5.0%[20.6 µM],-2.7%[25.5 µM],/,/,/,/,/,i,?,i
NC(=O)C1(N2CCCCC2)CCN(C(=O)CSc2nc3ccccc3[nH]2)CC1,i,-3.2%,-0.2%,-3.1%,-17.3%,1.2%,-0.7%,-3.6%,i,i,i
Cc1ccc(N2C(=O)C3ON(c4ccccc4)C(c4ccncc4)C3C2=O)c(C)c1 (stereo unspecified),i,-1.2%[20.6 µM],1.6%[25.5 µM],/,/,/,/,/,i,i,i
CCOc1ccc2[nH]c(C)c(CN(C)C)c(=O)c2c1,/,-1.5%,1.6%,-9.1%[9.17 µM],3.1%,-4.1%[11 µM],-2.4%[0.0738 µM],?,/,/,/
O=C(NCC1CCCO1)c1ccc(CS(=O)(=O)c2ccc(Br)cc2)o1 (stereo unspecified),/,/,2.3%,-2.9%,-23.2%,-3.0%[2.3 µM],-1.1%,4.4%,/,/,/
Cc1ccc(N(CN2C(=O)C3CC=CCC3C2=O)C(=O)c2ccco2)cc1Cl (stereo unspecified),8.19e-08M*,-6.1%[20.6 µM],-0.7%[25.5 µM],/,/,/,/,/,i,?,7.8e-08M*
CC(=O)N1CCc2cc(S(=O)(=O)NCCC(=O)Nc3cccc(C)c3C)ccc21,i,-1.1%,-1.0%,13.5%,16.2%,0.5%,0.9%,-10.5%,i,i,i
CCn1c(SCCC(=O)Nc2ccccc2)nnc1-c1ccc(OC)cc1,i,-2.7%,-6.7%,11.2%,-16.3%,-4.4%,-0.7%,-3.5%,i,i,i
C=C1c2cc(OC)ccc2NC(=O)N1CC,1.17e-07M*,2.2%[20.6 µM],-1.0%[25.5 µM],/,/,/,/,/,i,?,9.98e-08M*
Cn1ccnc1SCC(=O)Nc1ccc(Oc2ccccc2)cc1,?,-1.0%,-10.0%,-0.7%,4.6%,-22.2%,-1.3%,-8.3%,?,?,i
Cc1nc2scc(-c3ccccc3)c2c(=O)n1N,2.74e-08M*,-2.1%,4.1%,-2.9%,-9.9%,-1.4%,0.2%[57.5 µM],5.4%,i,i,2.86e-08M*
Cc1ccc(C)c(CN2CCNC2=O)c1,?,-1.6%,0.4%,/,2.7%,-4.1%,-1.9%[0.369 µM],-12.3%,?,i,i
C=CCn1c(COc2ccccc2)nnc1SCc1ccc(C#N)cc1,i,-2.1%,-0.5%,/,17.4%,3.0%,5.6%[0.369 µM],-4.5%,?,i,i
O=C(c1csnn1)N1CCC2(CCCN(c3ccc(-c4ccccc4)cc3)C2)CC1,i,0.0%[9.22 µM],-0.3%[11.4 µM],5.4%,-8.2%,-1.9%,1.9%,-5.2%,i,i,i
CC(C)(C)NC(=O)C1CC(=O)OC1(C)C (stereo unspecified),i,-1.6%,3.7%,-6.0%,-14.9%,-5.4%,-1.3%,19.4%,i,i,i
Cc1ccc(S(=O)(=O)N(CC(O)CN2CCCCC2)c2ccccc2)cc1 (stereo unspecified),/,/,1.6%,8.6%,-24.6%,-3.6%[2.3 µM],-0.8%,-5.0%,/,/,/
CCOC(=O)c1oc2ccccc2c1NC(=O)c1ccccc1OC,3.25e-08M*,11.4%,-1.0%,20.0%,-2.5%,?,-2.3%,2µM*,?,i,3.2e-08M*
CCOCCSc1nnc2nc(C)cc(C)n12,i,1.6%,0.2%,-10.8%,-14.8%,-11.4%,-0.9%,-14.4%,i,i,i
CCOc1ccc(NC(=O)Nc2ccc3c(c2)nnn3C)cc1,?,-3.2%,-3.1%,1.0%,-9.3%,-4.9%,0.0%,3.0%,i,i,i
CCOC(=O)c1c(C)[nH]c(C(C)=O)c1C,/,0.0%,0.1%,17.4%,?,-4.2%,1.6%,?,/,/,/
O=C(OCCCCN1C(=O)c2ccccc2C1=O)c1ccc(S(=O)(=O)N2CCCC2)cc1,i,0.0%,0.1%,-2.5%,1.5%,-0.1%,-0.4%,1.2%,i,?,i
O=C(Nc1scc(-c2ccccc2)c1C(=O)O)c1ccco1,i,0.0%,-9.4%,-0.4%,-15.7%,-2.8%,/,0.5%,i,i,i
O=c1[nH]c(-c2ccccc2)c(-c2ccccc2)[nH]1,1.43e-08M*,-3.8%,1.4%,4.3%,11.2%,-4.4%,-2.4%,?,i,i,1.77e-08M*
N#Cc1nc(COc2ccccc2)oc1N1CCN(c2cccc(Cl)c2)CC1,i,0.0%,-0.2%,2.2%,-9.0%,-29.4%,-2.0%,-9.6%,i,i,i
O=C(NCc1ccco1)c1scc2c1OCCO2,i,-1.6%,0.9%,6.5%,-3.8%,-3.4%,-1.2%,?,i,i,i
COC(=O)c1ccc(COc2nc(C)cc(C)c2C#N)o1,i,8.1%,-1.1%,0.0%,-25.6%,-8.2%,-0.7%,?,i,i,i
O=C(CSc1nnc(-c2cccnc2)o1)OC1CCCCC1,i,1.2%,3.6%,3.5%,2.6%,1.0%,/,4.2%,?,i,i
O=C(O)c1cc(CN2CCOCC2)oc1-c1ccccc1,i,2.7%,1.9%,0.9%,-7.4%,1.5%,-0.9%,-11.6%,i,i,i
Cc1cc(-c2ccco2)c(C#N)c2nc3ccccc3n12,?,?,-5.6%,-3.0%,-20.1%,7.1%,-0.2%[57.5 µM],7.94µM*,i,1.58e-07M*,?
COCC(=O)Nc1c(I)c(C(=O)NC[C@@H](O)CO)c(I)c(C(=O)N(C)C[C@@H](O)CO)c1I,i,0.0%[20.6 µM],6.1%[25.5 µM],2.5%[20.5 µM],7.2%[25.7 µM],?,2.0%[20.6 µM],-3.2%[17.1 µM],i,i,i
COc1ccc(C(=O)O)cc1S(=O)(=O)Nc1cccc(C(F)(F)F)c1,/,0.1%,0.1%,4.2%,2.5%,0.1%,-0.3%[9.22 µM],-3.9%,/,/,/
C/C(=C1\SC(N2CCOCC2)=NC1=O)c1ccc(C)cc1,i,0.0%,-2.0%,/,8.2%,0.4%,1.3%[0.369 µM],7.9%,?,i,i
